PfGluPho inh – PfG6PD (Plasmodium falciparum) enzyme inhibition; 350,000 tested, 0.78% active; PfGluPho enzyme, NADPH resazurin-diaphorase fluorescence; inhibition, % at 20 µM;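 active = inhibition reaching at least a set limit at 20 µM in the primary screen, cut at about 59% in these data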;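 note: 0% = DMSO wells with substrate and 100% = DMSO wells lacking glucose-6-phosphate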
SENP8 inh – blocks human SENP8 cleavage of Nedd8 substrate; AID 602440; 360,000 tested, 0.64% active; recombinant SENP8, Nedd8 substrate fluorescence; inhibition, % at 20 µM; in the data active = inhibition mostly above about 40%, no sharp cut-off; inactive = mostly below about 27%
Target sequence (Q96LD8 whole entry, looked up): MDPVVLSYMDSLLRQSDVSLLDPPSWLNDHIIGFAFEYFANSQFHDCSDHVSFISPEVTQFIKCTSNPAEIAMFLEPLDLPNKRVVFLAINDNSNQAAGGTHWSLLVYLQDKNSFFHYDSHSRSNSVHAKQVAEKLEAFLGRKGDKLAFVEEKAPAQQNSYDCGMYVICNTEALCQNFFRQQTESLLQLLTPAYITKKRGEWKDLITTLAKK
NR3A LBD binder – NR3A (human) ligand-binding domain modulation | Tm shift relative to glycine control, % at 25 µM | 340,000 tested, 2.5% active | AID 1259313 | NR3A LBD differential scanning fluorimetry, Tm shift; 0% = protein alone, 100% = glycine-bound protein;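 active = melting temperature shift of at least 10% of the positive control shift, at one fixed dose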
SENP1 FRET inh – SENP1 (human) catalytic domain inhibition. recombinant SENP1 catalytic domain, CyPet-SUMO1-YPet FRET cleavage. Q9P0U3. inhibition, % at 10 µM. 360,000 tested, 0.21% active;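 active = inhibition at least 30% at 10 µM, raw YFP signal under a set limit, fluorescence ratio 0.5 to 1.5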;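 note: 0% = enzyme with DMSO and 100% = no enzyme wells; some results filed as inactive read as strong as hits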
Target sequence (Q9P0U3 419-644 limits assumed): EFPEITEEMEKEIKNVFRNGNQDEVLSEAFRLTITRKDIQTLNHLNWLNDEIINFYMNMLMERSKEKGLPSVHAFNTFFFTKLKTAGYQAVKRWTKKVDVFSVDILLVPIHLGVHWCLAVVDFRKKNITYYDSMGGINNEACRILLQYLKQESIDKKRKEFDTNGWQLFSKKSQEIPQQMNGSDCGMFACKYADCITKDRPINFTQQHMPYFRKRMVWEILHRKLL
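Assay system – human recombinant His6-tagged SENP1 catalytic domain enzyme · Input – SENP1 enzyme, 20 pM final · Buffer or medium – Tris pH 8 buffer plus EDTA, NaCl, BME, BSA, NP40, catalase · Schedule – 50 min reaction at room temperature · Technique – FRET read of cyan and yellow fluorescence · Control set – no-enzyme wells low, DMSO-plus-enzyme wells high control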
SENP6 inh – inhibitors of human SENP6 protease; Q9GZR1; Recombinant SENP6 catalytic domain, aminoluciferin luminescence; inhibition, % at 10 µM; 330,000 tested, 1.8% active;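 active = inhibition above about 50% at the single tested dose, limit read from the data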;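 note: plate controls were DMSO wells with enzyme for no effect and DMSO wells lacking enzyme for full effect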
Target sequence (Q9GZR1 628-1112 limits assumed): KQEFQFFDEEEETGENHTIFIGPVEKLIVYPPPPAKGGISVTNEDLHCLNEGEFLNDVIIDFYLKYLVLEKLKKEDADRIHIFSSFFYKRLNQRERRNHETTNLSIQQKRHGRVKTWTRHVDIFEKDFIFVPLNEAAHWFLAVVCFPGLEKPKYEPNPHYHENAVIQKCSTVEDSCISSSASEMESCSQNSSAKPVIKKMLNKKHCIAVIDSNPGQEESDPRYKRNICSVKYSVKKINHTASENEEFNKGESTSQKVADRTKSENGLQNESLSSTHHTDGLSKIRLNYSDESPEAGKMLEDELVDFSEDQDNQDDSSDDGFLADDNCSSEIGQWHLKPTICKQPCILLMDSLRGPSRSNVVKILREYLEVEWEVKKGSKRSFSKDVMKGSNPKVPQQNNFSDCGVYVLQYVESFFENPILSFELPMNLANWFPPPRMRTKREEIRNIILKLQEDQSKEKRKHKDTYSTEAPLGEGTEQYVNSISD
hIAP act – human IAP activation | P09923 | purified human IAP, CDP-Star luminescence, 30 min; stronger effect = higher value; 1 = vehicle-only enzyme, 0 = enzyme-free background | activation factor at 10 µM | 330,000 tested, 0.16% active;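 active = activation factor of the enzyme at least 2-fold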; note: the source names both 10 and 20 µM as test concentration; values of inactives mirror those of a sister screen read the other way
ATG4B inhibitor – blocks human ATG4B protease cleavage of LC3 substrate. 340,000 tested, 0.51% active. Q9Y4P1. ATG4B cleavage of LC3-PLA2, NBD-HPC fluorescence, 1 h. inhibition, % at 8.33 µM. AID 504462; in the data active = inhibition above about 40%
MPTP block – inhibitors of mitochondrial permeability transition pore. 360,000 tested, 1.4% active. inhibition, % at 10 µM. isolated mouse mitochondria, Ca2+ swelling absorbance, 30 min;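 active = inhibition of 50% or more, scaled per plate between neutral and stimulator controls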;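 note: 0% = DMSO wells given calcium and 100% = 1 mM EGTA wells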
* = called active by the depositor; x = not tested or not shown; & = joins results of further samples.

#1 O=c1[nH]n(-c2cccc(Cl)c2)c2ncccc12
#2 Cc1cc(=O)oc2cc(NC(=O)C3CCCC3)ccc12
#3 O=C1CCC(=O)N1c1cccc(OS(=O)(=O)c2ccccc2)c1
#4 CC(C)COC(=O)CNc1n[nH]c(=S)[nH]c1=O
#5 C/C(N)=C(/C#N)C(=O)CSc1nnc(Cc2ccccc2F)n1N
#6 COC(=O)c1cc(C(=O)c2cc(Cl)ccc2O)coc1=N
Assay by compound	1	2	3	4	5	6
PfGluPho inh	-7	2	3	-7	6&0	-6
SENP8 inh	10	-402	0	11	-4&27	-98
NR3A LBD binder	3	1	-1	-1	-1&0	-6
SENP1 FRET inh	-2	-2	3	0	2&-1	-15
SENP6 inh	-4	-1	9	-32	-15	-1
hIAP act	0.98	0.89	1	1.1	0.93	1
ATG4B inhibitor	-2	1	5	-11	-1&-9	3
MPTP block	-0.3	-0.8	-1.0	-0.1	-0.1&-1.1	-3.2

#7 CCOC(=O)C1=C(CC)Nc2ccccc2N=C1NC(=O)c1ccc(C)c(S(=O)(=O)N2CCOCC2)c1
#8 COc1cccc(/C=N/NC(=O)c2cc(-c3cccn3C)n[nH]2)c1
#9 CCOC(=O)C1CCCCN1Cc1cccc(C(F)(F)F)c1 (configuration not stated)
#10 Cc1cccc(OCC(=O)OCC(=O)N2CCN(C(=O)c3ccco3)CC2)c1C
#11 CCOc1ccc(NC(=O)N(C2CCCCC2)C(C)c2ccncc2)cc1 (configuration not stated)
#12 Cc1cccc(C)c1-n1nnnc1SCSc1nnnn1-c1c(C)cccc1C
Assay by compound	7	8	9	10	11	12
PfGluPho inh	12	11	5	15	-8	-7
SENP8 inh	4	6	9	5	18	20
NR3A LBD binder	5	-6	2	1	4	2
SENP1 FRET inh	1	0	-2	5	3	0
SENP6 inh	12	-4	-2	-10	-4	-1
hIAP act	1.1	1.5	0.97	1.1	0.96	1.1
ATG4B inhibitor	-9	-5	-10	-5	3	26
MPTP block	-1.5	3.6	0.7	1.1	-0.9	4.8

#13 CCOc1cc2c(cc1/C=C1/NC(=O)N(CC(=O)OC)C1=O)OCO2
#14 CCN(CC)c1ccc(C(=O)NNC(=O)CCl)cc1
#15 O=C(NCC(c1ccco1)N1CCCC1)c1ccc(Cl)c(S(=O)(=O)N2CCc3ccccc32)c1 (configuration not stated)
#16 Cc1ccc(-c2nsc(SCC(=O)NCc3ccc4c(c3)OCO4)n2)cc1
#17 CCOc1ccc(NS(=O)(=O)N(C)C)cc1
#18 Cn1c(SCC(=O)NNC(=O)c2ccc(Br)cc2)nnc1-c1cccnc1
Assay by compound	13	14	15	16	17	18
PfGluPho inh	9	2	5	10	10	-6
SENP8 inh	-416	-4	0	20	19	-4
NR3A LBD binder	-1	1	-2	-1	0	-1
SENP1 FRET inh	-92	0	-9	1	-1	1
SENP6 inh	-3	2	-14	-22	-14	-12
hIAP act	1.2	1	0.89	0.93	1	1.2
ATG4B inhibitor	-14	8	-5	-9	-2	-4
MPTP block	-2.9	1.5	13	4.1	0.4	-0.2

#19 N#Cc1ccc(Oc2ncccn2)cc1
#20 COc1ccc(-c2nc(N)c(C#N)c(-c3cccnc3)c2C)cc1
#21 Cc1cccc(N2C(=O)CC(N3CCN(c4ccccc4)CC3)C2=O)c1 (configuration not stated)
#22 CCN(CC)C(=O)CSc1nc(C)cc(-c2cccs2)c1C#N
#23 Cc1nn(CC(=O)NCc2cccc3ccccc23)c(=O)c2ccccc12
#24 COCC(=O)Nc1ccccc1C(=O)Nc1ccc(OC)cc1
Assay by compound	19	20	21	22	23	24
PfGluPho inh	-5	-11	-12	53	4	4
SENP8 inh	10	-432	4	-4	22	15
NR3A LBD binder	1	0	-4	-1	-1	0
SENP1 FRET inh	-1	0	-1	-1	-1	1
SENP6 inh	-16	-17	-9	-30	-3	-13
hIAP act	1.1	0.87	0.9	1	0.96	0.88
ATG4B inhibitor	1	-7	-3	3	4	-3
MPTP block	-2.7	2.9	-0.1	0.0	0.3	0.3

#25 CC(=O)N1c2ccc(S(=O)(=O)N3CCCC3)cc2CC1C(=O)NCc1cccc(F)c1 (configuration not stated)
#26 COc1cc(C(c2c(C)[nH][nH]c2=O)c2c(C)[nH][nH]c2=O)ccc1OC(=O)c1cccc([N+](=O)[O-])c1
#27 Nc1nonc1-n1nnc(C(=O)N/N=C/c2cccc(F)c2)c1CN1CCCCCC1
#28 CC1CC(OC(=O)C(O)c2ccccc2)CC(C)(C)N1C (configuration not stated)
#29 CCc1ccc([C@@H]2C[C@H]3[C@@H](CN2S(=O)(=O)c2ccc(C)cc2)C(=O)C[C@@H](c2cccc(Cl)c2)N3S(=O)(=O)c2ccc(C)cc2)cc1
#30 COc1ccc(CCC(=O)N2CCCC(Nc3ccc(C)c(C)c3)C2)cc1OC (configuration not stated)
Assay by compound	25	26	27	28	29	30
PfGluPho inh	12	17	13	-3	8	3
SENP8 inh	5	42*	-5	1	19	6
NR3A LBD binder	3	1	-3	0	x	2
SENP1 FRET inh	-3	-1	1	1	-3	-1
SENP6 inh	14	-9	-8	13	x	-10
hIAP act	0.72	1.3	1.1	0.88	x	1.1
ATG4B inhibitor	4	6	-1	0	x	-3
MPTP block	-3.5	5.7	1.3	-1.3	-0.8	0.5

#31 CCOc1ccc(OCC)c(S(=O)(=O)n2cc(C)nc2CC)c1
#32 COc1ccc(CC(=O)NCc2n[nH]c(=S)n2-c2ccc(Br)cc2)cc1
#33 CC(NC(=O)NC12CC3CC(CC(C3)C1)C2)c1ccc2c(c1)OCO2 (configuration not stated)
#34 COc1ccc(NC(=O)COc2ccc3oc(=O)cc(C)c3c2)cc1
#35 O=C(O)C1CCCCC1C(=O)NCc1ccc2c(c1)OCO2 (configuration not stated)
#36 O=C(NNC(=S)NC(=O)c1ccccc1[N+](=O)[O-])c1ccccc1
Assay by compound	31	32	33	34	35	36
PfGluPho inh	-1	30	-2	1	16	-6
SENP8 inh	12	4	16	-45	8	18
NR3A LBD binder	-2	1	-1	1	1	1
SENP1 FRET inh	0	2	3	-2	1	4
SENP6 inh	-14	-12	-13	-8	-10	-2
hIAP act	1	1.2	1.1	1.1	1	1.1
ATG4B inhibitor	-10	0	-9	-5	-12	-7
MPTP block	-0.5	-2.5	-2.3	7.0	0.5	1.1

One compound at a time, as listed above. Values in the order: PfGluPho inh, SENP8 inh, NR3A LBD binder, SENP1 FRET inh, SENP6 inh, hIAP act, ATG4B inhibitor, MPTP block
Record of `O=C(NNC(=S)NC(=O)c1ccccc1[N+](=O)[O-])c1ccccc1` → -6, 18, 1, 4, -2, 1.1, -7, 1.1
Record of `COc1ccc(CC(=O)NCc2n[nH]c(=S)n2-c2ccc(Br)cc2)cc1` → 30, 4, 1, 2, -12, 1.2, 0, -2.5
Record of `COc1ccc(NC(=O)COc2ccc3oc(=O)cc(C)c3c2)cc1` → 1, -45, 1, -2, -8, 1.1, -5, 7.0
Record of `O=C(O)C1CCCCC1C(=O)NCc1ccc2c(c1)OCO2` (configuration not stated) → 16, 8, 1, 1, -10, 1, -12, 0.5
Record of `CCOc1ccc(OCC)c(S(=O)(=O)n2cc(C)nc2CC)c1` → -1, 12, -2, 0, -14, 1, -10, -0.5

(list continues)
#37 CC(C)(C)c1ccc(O)c(/C=N\O)c1
#38 COc1cccc(N2CCN(C(=O)CN(C)S(=O)(=O)c3ccc4c(c3)CCC(=O)N4)CC2)c1
#39 O=C(CSc1nnc(-c2ccc(O)cc2)o1)N1CCOCC1
#40 Cc1cc(C)c(C(N)=O)c(Nc2cccc(Cl)c2C)n1
#41 O=C(N/N=C/c1cc2c(cc1[N+](=O)[O-])OCO2)c1ccccn1
#42 COc1ccc(S(=O)(=O)N(C)Cc2cccs2)cc1Br
Assay by compound	37	38	39	40	41	42
PfGluPho inh	0	-3	0	-13	72*	-14
SENP8 inh	12	7	4	11	-22	13
NR3A LBD binder	-1	-2	0	1	-1	4
SENP1 FRET inh	1	3	2	3	4	1
SENP6 inh	-15	5	-5	-15	9	21
hIAP act	1.3	0.92	1.1	1.1	1	0.98
ATG4B inhibitor	-10	-5	-10	-2	7	2
MPTP block	-3.4	-0.1	1.1	0.1	-0.1	-0.6

#43 CC(=O)c1ccccc1N(C(=O)Cn1nnc2ccccc21)C(C(=O)NCC1CCCO1)c1ccc(N2CCOCC2)cc1 (configuration not stated)
#44 Cc1c([N+](=O)[O-])cc(S(=O)(=O)Nc2ccncc2)cc1[N+](=O)[O-]
#45 O=C(C1CCN(C2CCN(C/C=C/c3ccccc3)CC2)CC1)N1CCOCC1
#46 O=[N+]([O-])c1ccc(Sc2n[nH]c(-c3ccc(Cl)cc3Cl)n2)nc1
#47 O=C(COC(=O)CNC(=O)c1ccc(Cl)c([N+](=O)[O-])c1)NC(=O)c1ccccc1
#48 CN(CC(=O)Nc1c(Cl)cccc1Cl)C(=O)Cc1cccs1
Assay by compound	43	44	45	46	47	48
PfGluPho inh	-8	-10	-10	-9	9	-4
SENP8 inh	10	7	-4	-119	6	11
NR3A LBD binder	0	5	0	-6	-32	-2
SENP1 FRET inh	0	2	-6	-1	1	-4
SENP6 inh	0	-5	-4	10	2	5
hIAP act	0.92	0.98	0.97	0.93	1	1
ATG4B inhibitor	-8	-1	4	-4	-13	6
MPTP block	-0.6	-1.7	-1.8	90*	-1.3	-0.2

#49 CC(C)[C@H](NC(=O)[C@@H]1CSC2c3ccccc3C(=O)N21)C(=O)NCC1CCCO1 (some centres not stated)
#50 O=C1CC(NCCc2ccccc2)C(=O)N1CCc1ccccc1 (configuration not stated)
#51 CCOc1cc(CNCCc2ccc(S(N)(=O)=O)cc2)ccc1OCc1ccc(Cl)cc1
#52 Cc1ccc(-n2c(C)cc(C(=O)CSc3nnnn3C)c2C)cc1
#53 Clc1ncc(CSc2ccccc2)s1
#54 Cc1ccc(N2CC(=O)N(c3ccc(C)cc3)CC2=O)cc1
Assay by compound	49	50	51	52	53	54
PfGluPho inh	-3	-2	18	53	7	15
SENP8 inh	10	16	33	7	-36	9
NR3A LBD binder	1	-4	-6	-4	0	-1
SENP1 FRET inh	2	2	2	1	-2	1
SENP6 inh	12	-6	2	29	-24	-23
hIAP act	1	0.92	0.83	0.98	0.97	0.93
ATG4B inhibitor	6	-11	-16	-1	-4	-10
MPTP block	-1.5	-0.2	44	0.8	0.6	-0.7

#55 CC1=NCCN1CCNC(=O)Nc1ccc(F)cc1
#56 CS(=O)(=O)N1CCc2cc(C(=O)N3CCCCC3)ccc21
#57 O=C(O)CC(NS(=O)(=O)c1cccc2nsnc12)c1ccc(F)cc1 (configuration not stated)
#58 c1ccc(Cc2nnc3sc(-c4ccco4)nn23)cc1
#59 COCCNC(=O)c1cc2c(=O)n(C)c3ccccc3c2n1C
#60 N#Cc1nc(-c2ccc(F)cc2)oc1NCCN1CCOCC1
Assay by compound	55	56	57	58	59	60
PfGluPho inh	3	8	-17	47	16	-7
SENP8 inh	41*	3	13	-3	-65	-426
NR3A LBD binder	0	0	0	0	-2	0
SENP1 FRET inh	-2	2	2	-2	2	0
SENP6 inh	-4	-1	1	7	-7	12
hIAP act	1.1	1.1	1	1	1	0.97
ATG4B inhibitor	-7	-10	-1	10	-1	1
MPTP block	2.5	0.8	0.9	0.0	-3.0	-1.3

#61 O=C(Nc1nccs1)c1ccc(F)c(S(=O)(=O)N2CCOCC2)c1
#62 CC(C(=O)c1ccc(-c2ccccc2)cc1)[n+]1ccccc1 (configuration not stated)
#63 CNC(=O)CSc1nccn1Cc1ccc(Cl)cc1
#64 Cn1nc(C(F)(F)F)c(-c2ccccc2)c1NC(=O)c1nccnc1C(=O)O
#65 Cc1cccc(C(=O)Nc2oc(-c3ccccc3)cc2C#N)c1
#66 CCOc1ccc(N(CC(=O)NCCSCc2ccccc2)S(C)(=O)=O)cc1
Assay by compound	61	62	63	64	65	66
PfGluPho inh	7	8	2	-16	-23	0
SENP8 inh	6	2	15	24	-26	18
NR3A LBD binder	3	-3	-1	0	-2	0
SENP1 FRET inh	-1	0	2	2	-4	3
SENP6 inh	-4	-9	-15	6	-10	-12
hIAP act	0.92	1.1	1	0.89	0.9	0.85
ATG4B inhibitor	-2	5	-2	-8	8	-5
MPTP block	-2.2	-1.2	-0.7	0.7	7.2	0.1

Screening data: PubChem, Sanford-Burnham Center for Chemical Genomics
